Compound activity from PubChem.
F508del corr: correctors of CFTR F508del function in bronchial epithelial cells; CFBE cells, YFP halide quenching; stimulated with forskolin plus potentiator P3; % fluorescence drop versus neutral controls; 350,000 tested, 0.36% active; activity (quench increase), % at 7.58 µM; AID 720511;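 active means mean added fluorescence quench of at least 8% versus neutral control, with both replicates also reaching 8%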;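 further: cells transiently co-express mutant CFTR-F508del with the halide-sensitive YFP; corrector assay measuring rescue of mutant channel to the surface after 24 h compound exposure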
PglD inh: PglD (C. jejuni) enzyme inhibition. inhibition, % at 12.5 µM. 360,000 tested, 0.098% active. purified PglD enzyme, DTNB colorimetric CoA detection. AID 602405; in the data active means inhibition above about 16%, passing the limit was not always enough; further: strong numbers were not always called active
miR122 inh: miR-122 inhibition in Huh7 cells | Huh7 miR-122 Renilla luciferase sensor, 48 h; neutral wells = 0, positive control = 100 | activation (reporter increase), % at 12.5 µM | 340,000 tested, 0.3% active;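 active means mean replicate activation score at least 90 and every replicate individually at or above 90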;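 further: higher luciferase means less miR-122 activity so hits act as miR-122 inhibitors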
FN deposition inh: fibronectin deposition inhibition. AH1F fibroblasts, Alexa488-fibronectin deposition fluorescence, overnight. inhibition, % at 12.6 µM. 350,000 tested, 0.086% active. AID 743247;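 active means mean inhibition across replicates of 30% or more, regardless of how many single replicates reach that level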;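 further: positive control wells lacked labelled fibronectin entirely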
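Assay system: AH1F fibroblasts assembling fluorescent fibronectin matrix; Amount: 10000 AH1F cells per well; Buffer or medium: DMEM, 2% serum; Probe or stimulus: Alexa488-fibronectin, 24 nM final in well; Doses: single compound dose, delivered by pin transfer; Incubation: 1 h adhesion, overnight exposure; Measured by: fluorescence 485/525 nm; Read-out: fibronectin deposition inhibition.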
INS-1E GSIS act: GLuc luminescence reporter in INS-1E cells, primary screen for activators of glucose-dependent secretion of insulin; INS-1E GLuc reporter insulin secretion, 2-3 h; 370,000 tested, 0.61% active; activation, % at 16.6 µM;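 active means lowest replicate activation of at least 40%, so every replicate reaches that level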;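 further: 0% = median of neutral control wells and 100% = median of IBMX positive control wells; some compounds called inactive have numbers as strong as hits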
Cneo AK release: causes C. neoformans cell lysis. lysis activity, % at 15 µM. adenylate kinase release luminescence, 4 h; normalised: neutral wells 0, clomiphene wells 100. 360,000 tested, 0.2% active;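 active means mean lysis activity across replicates of at least 80%, whatever share of replicates individually reach that level; inactive means mean lysis activity below 80%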
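Schedule: static 4 h at 37 °C with compound, 1 h detection; system: C. neoformans cells; benchmarks: Clomiphene as positive control; buffer or medium: fresh YPD medium; measure: luminescence rise reflecting yeast cell lysis; measured by: luminescent adenylate kinase detection reagent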
Statin myotox sup: suppressors of simvastatin-induced myotoxicity in C2C12 myotubes. ATP luminescence, 48 h; scaled: DMSO 0, geranylgeraniol control 100. rescue of ATP level, % at 7.49 µM. 330,000 tested, 0.78% active. AID 602340;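 active means mean ATP rescue above about 67%, or every replicate alone reaching that limit, limit read from the data, passing the limit was not always enough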;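 further: myotubes were challenged with 10 µM simvastatin during compound exposure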
PGC1a acetyl inh: modulators of PGC1a acetylation; U2OS PGC1a acetylation, AlphaScreen anti-acetyl-lysine; with virally co-expressed GCN5 acetyltransferase; inhibition, % at 15.6 µM; 350,000 tested, 0.17% active;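 active means every replicate shows inhibition of at least 40%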;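 further: 0% = neutral control wells and 100% = positive control wells; some results beyond the cut were filed as inactive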
Active calls of the source: *; . = no result given; [ ] = remark or other dose.

1. CC1CCN(C(=O)C(Cc2ccccc2)NS(=O)(=O)c2ccc3c(c2)oc(=O)n3C)CC1 (stereo not drawn)
2. CS(=O)(=O)N(Cc1ccc(Cl)cc1)c1ccc(C(=O)N/N=C/c2cc3ccccc3nc2Cl)cc1
3. COc1ccc(S(=O)(=O)Nc2ccc3c(c2)C(=O)N([C@@H](C)CO)C[C@@H](C)[C@@H](CN(C)S(=O)(=O)c2ccc(F)cc2)OCCCC[C@H](C)O3)cc1
4. O=C(Nc1ccc(F)cc1F)c1ccc(-n2cccn2)c([N+](=O)[O-])c1
5. CCOc1ccc(S(=O)(=O)c2c[nH]c3ccccc3c2=O)cc1
6. O=C(C[C@@H]1CC[C@@H](NC(=O)C2CCC2)[C@@H](CO)O1)NCc1ccccc1Cl
7. C[C@@H]1CCCCO[C@H](CN(C)Cc2ccccc2)[C@@H](C)CN([C@H](C)CO)C(=O)c2cc(NC(=O)CCCN(C)C)ccc2O1
8. O=C(CNC(=O)N1CC(=O)Nc2ccccc21)Nc1cccc(F)c1
9. CCCC(=O)Nc1ccc2c(c1)C(=O)N(C)C[C@H](OC)[C@H](C)CN(Cc1nccs1)[C@H](C)CO2
10. O=C(Nc1ccc(F)cc1)N[C@@H]1CC[C@H](CCNC(=O)c2cc(Cl)cc(Cl)c2)O[C@H]1CO

Assay by compound	1	2	3	4	5	6	7	8	9	10
F508del corr	3.0	.	-3.0	0.7	-1.1	0.1	0.2	3.6	-1.0	1.7
PglD inh	-1.9	7.5	-3.4	.	.	0.6	-1.1	0.2	7.7	-1.1
miR122 inh	6.9	-7.8	13.0[16.7 µM]	.	.	.	6.6[16.7 µM]	15.0	.	.
FN deposition inh	0.1	.	.	-2.3	-3.1	.	-19.0	-2.0	1.4	.
INS-1E GSIS act	3.6	-25.7	9.9	-10.0	2.5	-1.9	-5.6	-1.3	2.4	-27.0
Cneo AK release	-1.1	0.2	2.5	.	.	-2.7	0.5	-0.6	-3.0	4.4
Statin myotox sup	.	2.3	150.5*	.	11.2	-2.4	6.4	2.1	6.6	0.2
PGC1a acetyl inh	1.7	-6.5	12.7	4.7	.	-2.1	4.2	19.7	-8.8	-6.7

11. COc1ccc(NCc2ccc(OC)c(Cn3ccnc3)c2)c(OC)c1
12. Cc1ccc(SCC(=O)OCc2csc(CC(=O)Nc3ccccc3C)n2)cc1C
13. CC(=O)Nc1ccccc1OCc1nnc(-c2ccccc2Cl)o1
14. CCCNC(=O)Nc1ccc2c(c1)C(=O)N(C)C[C@@H](OC)[C@@H](C)CN(CCC)[C@@H](C)CO2
15. COCCNC(=O)C1CCN(S(=O)(=O)c2c(C)noc2/C=C/c2cccs2)CC1
16. NCc1ccccc1COc1ccccc1
17. O=C(Nc1cccc(Cl)c1)N1C[C@H]2[C@@H](c3ccccc31)[C@H](CO)N2C(=O)C1CC1
18. CCOC(=O)C/C(C)=N/NC(=O)Nc1ccccc1
19. CC(C)(C)NC(=O)COC(=O)c1ccc(O)cc1
20. CCCC1=C(C(=O)OCC)C(c2cc(Cl)cc(OC)c2OCc2ccccc2)NC(=O)N1 (stereo not drawn)

Assay by compound	11	12	13	14	15	16	17	18	19	20
F508del corr	-0.1	2.4	-2.6	-1.0	0.3	1.4	-0.3	.	.	.
PglD inh	-7.1	-2.7	-0.5	-2.0	.	0.9	-1.4	1.4	0.6	.
miR122 inh	-2.5	-2.9	2.9	.	.	-6.6	0.0[16.7 µM]	-5.7	-13.4	-1.5
FN deposition inh	-2.0	2.5	-2.3	3.0	5.2	7.9	0.8	-3.9	-9.8	-23.0
INS-1E GSIS act	27.2	1.8	4.7	3.7	4.3	3.4	-4.9	-2.5	.	-18.4
Cneo AK release	3.0	3.5	0.3	-5.6	.	3.0	-2.9	-3.6	0.6	.
Statin myotox sup	-6.3	15.0	10.2	-7.1	.	.	15.4	.	8.4	3.1
PGC1a acetyl inh	5.3	5.0	11.1	-12.6	5.2	2.4	-1.1	3.7	-5.0	16.9

21. Cc1ccc([N+](=O)[O-])cc1S(=O)(=O)NCC1COc2ccccc2O1 (stereo not drawn)
22. CN(C)CCNc1nc2c(c(=O)[nH]c(=O)n2C)n1CCOc1ccccc1
23. COC(=O)C[C@@H]1CC[C@@H]2[C@@H](COc3ccc(NC(=O)c4ccc(F)cc4)cc3C(=O)N2C)O1
24. C[C@@H]1CN([C@H](C)CO)C(=O)c2cccc(NC(=O)Nc3ccc(C(F)(F)F)cc3)c2O[C@@H]1CN(C)Cc1ccc2c(c1)OCO2
25. CCOC(=O)C1(CCc2ccccc2)CCN(C(=O)CCc2cnn(C)c2)CC1
26. COc1ccc(C#Cc2ccc3c(c2)O[C@@H](CN(C)S(=O)(=O)c2ccccc2F)[C@@H](C)CN([C@@H](C)CO)S3(=O)=O)cc1
27. CCc1cc(=O)n2[nH]c(C)c(-c3ccc(OC)cc3)c2n1
28. CCC(=O)n1nc(-c2ccc(OC)cc2)nc1N

Assay by compound	21	22	23	24	25	26	27	28
F508del corr	1.7	-3.1	-2.0	0.0	1.8	0.8	3.9	.
PglD inh	-1.3	.	1.3	-1.3	.	-2.0	9.1	-0.4
miR122 inh	31.8	-1.8	0.7[16.7 µM]	0.7[16.7 µM]	-8.5	-3.0[16.7 µM]	-7.2	-8.7
FN deposition inh	-1.3	2.5	.	-1.9	-4.5	.	6.1	.
INS-1E GSIS act	-20.2	-5.0	0.6	-20.6	5.2	4.0	10.7	10.1
Cneo AK release	-1.5	.	-0.4	0.8	.	-1.5	-0.9	1.2
Statin myotox sup	9.8	-4.6	4.4	-38.8	-7.2	3.6	-1.5	-1.5
PGC1a acetyl inh	11.8	4.5	-7.5	14.8	6.2	1.8	.	2.6

Record cards (already shown). Order of values: F508del corr, PglD inh, miR122 inh, FN deposition inh, INS-1E GSIS act, Cneo AK release, Statin myotox sup, PGC1a acetyl inh
C[C@@H]1CN([C@H](C)CO)C(=O)c2cccc(NC(=O)Nc3ccc(C(F)(F)F)cc3)c2O[C@@H]1CN(C)Cc1ccc2c(c1)OCO2 reads 0.0, -1.3, 0.7[16.7 µM], -1.9, -20.6, 0.8, -38.8, 14.8
COC(=O)C[C@@H]1CC[C@@H]2[C@@H](COc3ccc(NC(=O)c4ccc(F)cc4)cc3C(=O)N2C)O1 reads -2.0, 1.3, 0.7[16.7 µM], ., 0.6, -0.4, 4.4, -7.5
CCC(=O)n1nc(-c2ccc(OC)cc2)nc1N reads ., -0.4, -8.7, ., 10.1, 1.2, -1.5, 2.6
CN(C)CCNc1nc2c(c(=O)[nH]c(=O)n2C)n1CCOc1ccccc1 reads -3.1, ., -1.8, 2.5, -5.0, ., -4.6, 4.5
COc1ccc(C#Cc2ccc3c(c2)O[C@@H](CN(C)S(=O)(=O)c2ccccc2F)[C@@H](C)CN([C@@H](C)CO)S3(=O)=O)cc1 reads 0.8, -2.0, -3.0[16.7 µM], ., 4.0, -1.5, 3.6, 1.8

Down the list, quoted from above.
INS-1E GSIS act for entries 21 to 28, in order: -20.2, -5.0, 0.6, -20.6, 5.2, 4.0, 10.7, 10.1
miR122 inh for entries 21 to 28, in order: 31.8, -1.8, 0.7[16.7 µM], 0.7[16.7 µM], -8.5, -3.0[16.7 µM], -7.2, -8.7
Statin myotox sup for entries 21 to 28, in order: 9.8, -4.6, 4.4, -38.8, -7.2, 3.6, -1.5, -1.5
